Screens from PubChem.
FLuc counter – firefly luciferase modulation, counter-screen for miR-21 project | P08659 | purified FLuc, Km substrates, luminescence inhibition | Potency, µM (series often up to 57.5 µM), for inactives: top-dose activity change, negative = inhibition, actives largely listed as inhibitors | 6.9% of 360,000 active;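 note: plate controls were vehicle for no effect and reference inhibitor for full effect; nearly all actives have a fitted effect of over 55% in size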
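Purified P. pyralis luciferase (10nM final) with 10uM D-luciferin and 10uM ATP (Km levels) in 50mM Tris acetate pH 7.5, 10mM Mg acetate, 0.01% Tween-20, 0.05% BSA; qHTS 6-point titration, ~60 µM downward; luminescence read.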
uPA surface inh – cell surface uPA generation inhibition; cell surface uPA generation assay, qHTS; Potency, µM (series often up to 38.3 µM), for inactives: top-dose activity change, negative = inhibition, actives largely listed as inhibitors; 0.31% of 330,000 active; active = well fitted inhibition curve with a large enough effect; inconclusive = small, poorly fitted or top-dose-only effect; inactive = no such curve, though single readings can be large or run the other way; tested in mouse RAW 264.7 cells; note: % is set by controls: 0 for no effect and ±100 for the full control effect; nearly all actives have a fitted effect of over 55% in size
RORgamma inh – ROR gamma (mouse) transcription inhibition; Drosophila S2 Gal4-RORgamma UAS-luciferase reporter, 20 h; 5.4% of 310,000 active; P51450; AID 2551; Potency, µM (top dose mostly 53.6 µM), for inactives: at the highest dose activity change, negative = inhibition, usual class: inhibitors; note: % is set by controls: 0 for no effect and ±100 for the full control effect; nearly all actives have a fitted effect of over 60% in size
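Stably transfected Drosophila Schneider cells are the test system, with ROR gamma fused to Gal4 and luciferase under UAS control; luminescence is read after 20 hr of 700 uM copper sulfate induction at ambient temperature.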
Rab9 prom act – activates the Rab9 promoter; Huh7 Rab9 promoter-luciferase reporter, luminescence, 24 h; Potency, µM (top dose mostly 9.22 µM), without a hit: top-dose activation, negative = inhibition, usual class: activators; 2.8% of 320,000 active; note: % of control where 0% means no effect; nearly all actives have a fitted effect of over 60% in size
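Luciferase signal after 10 min detection reagent at ambient indicates Rab9 promoter upregulation; stably transfected Huh7 cells were treated 24 h with compound in DMSO at 37 °C, 5% CO2.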
MBNL1 CUG block – blocks human MBNL1 binding to CUG repeat RNA | 0.036% of 280,000 active | TR-FRET MBNL1-His/biotin-(CUG)12 binding, 665/545 ratio | AID 2675 | Q9NR56 | Potency, µM (series often up to 57.5 µM), for inactives: at the top dose activity change, negative = inhibition, actives largely listed as inhibitors; active = well fitted inhibition curve with a large enough effect in the signal ratio, with a control signal flat, not every such curve was filed as active; inconclusive = small, poorly fitted or top-dose-only effect, or effect the other way, or a change in a side signal; inactive = no such curve, though single readings can be large or run the other way; the % refers to the signal ratio; note: % is set by controls: 0 for no effect and ±100 for the full control effect
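Compound titration spanned 92 nM–58 uM against the MBNL1-His/biotin-(CUG)12 complex. After 60 min at room temperature with 5 nM streptavidin-XL665 and 0.055 ng/ul terbium anti-His, ratiometric 665/545 nm emission (Ex 340 nm) normalized to controls.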
BRCA1 expr act – increases BRCA1 expression; MCF7-BRCA1-FFLuc reporter, luminescence, 48 h; response scale: scaled: vehicle 0%, 10 µM genistein 100%; Potency, µM (titrated, usually from 46.1 µM), inactives show at the top dose activation, most hits filed as activators; 1.1% of 380,000 active; note: nearly all actives have a fitted effect of over 80% in size; some results filed as inactive show a strong effect at the top dose
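Quantitative HTS in MCF7 cells stably reporting BRCA1 expression via firefly luciferase. Compound treatment lasts 48 h at 37 °C in phenol-red free MEM. Activation is expressed relative to genistein at 10 microM and DMSO.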
p53 reactivation – restores transcriptional activity of mutant p53; 0.063% of 320,000 active; Potency, µM (series often up to 92.2 µM), without a hit: at the top dose activity change, positive = activation, most hits filed as activators; H1299 p53-A138V BP100-luciferase reporter, luminescence, 24 h; AID 504706; note: % of control where 0% means no effect; nearly all actives have a fitted effect of over 45% in size
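p53-null H1299 cells stably carrying temperature-sensitive p53-A138V and a BP100-luciferase reporter were pinned with compounds (4-point, 1:5 series) and held 24 hrs at 37 deg C. Luminescence was read 10 min after detection reagent.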
ELG1 genotoxic – induces genotoxicity in HEK293T cells with luciferase-tagged ELG1 | Potency, µM (highest dose often 46 µM), for the others: at the highest dose activity change, positive = activation, most hits filed as activators | AID 504466 | 1.3% of 330,000 active | HEK293T ELG1-luciferase reporter, luminescence, 16 h; note: % of control where 0% means no effect; nearly all actives have a fitted effect of over 60% in size
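HEK293T cells expressing luciferase-tagged ELG1 were treated with compound or DMSO for 16 hr at 37°C. Luciferase activity was then read after 30 min with ONE-Glo at room temperature; rising signal flags genetic stress.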
NPC1 prom act – activates the NPC1 promoter | Huh7 NPC1 promoter luciferase reporter, 24 h | 2.4% of 320,000 active | Potency, µM (top dose mostly 9.22 µM), for the others: at the top dose activation, usual class: activators;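 note: % of control where 0% means no effect; nearly all actives have a fitted effect of over 60% in size; reporter is driven by a mutant NPC1 promoter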
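Readout is luciferase luminescence, reflecting NPC1 promoter activation in stably transfected Huh7 cells after 24 h compound exposure at 37 °C in reduced-serum medium with 10% FBS.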
CXXC DNA block – MLL CXXC-DNA interaction inhibition; Q03164; MLL-CXXC / FITC-HOXA9 DNA fluorescence polarization; Potency, µM (titrated, usually from 115 µM), inactives show at the highest dose activity change, negative = inhibition, hits mostly inhibitors; 0.037% of 290,000 active; AID 2662; active = well fitted inhibition curve with a large enough effect in the polarisation, with a control signal flat, not every such curve was filed as active; inconclusive = small, poorly fitted or top-dose-only effect, or effect the other way, or a change in a side signal; inactive = no such curve, though single readings can be large or run the other way; the % refers to the polarisation
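Purified MLL-CXXC (added from a 7 uM solution) was preincubated 5 min at ambient with pinned compounds in 50 mM Tris-HCl pH 7.5, 50 mM NaCl, 1 mM DTT, 0.05% BSA. Fluorescein-labeled HOX-A9 DNA (50 nM solution) followed, 30 min, then polarization read.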
VP16 counter – inhibits Gal4-VP16 luciferase reporter, ROR gamma counter-screen; Drosophila S2 Gal4-VP16 UAS-luciferase, luminescence, 20 h; Potency, µM (doses to about 53.6 µM), inactives show at the top dose activity, negative = inhibition, hits mostly inhibitors; 3.5% of 310,000 active;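 note: Gal4-VP16 expression switched on by copper sulfate through the metallothionein promoter; % is set by controls: 0 for no effect and ±100 for the full control effect; nearly all actives have a fitted effect of over 50% in size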
* marks the source's active call; other numbers are inactive results; u = inconclusive; x = no result given; [ ] = remark or other dose. Unless noted, calls come from the whole dose curve; as a rule, active = well fitted curve in the direction sought with a large enough effect; inconclusive = small, poorly fitted or top-dose-only effect, or another doubt; inactive = no such curve, though single readings can be large; an effect the other way counts as inactive or inconclusive. Potency is the fitted concentration of half-maximal effect. Only part of the results is shown. The share of hits here may be higher or lower than overall.

SMILES	FLuc counter	uPA surface inh	RORgamma inh	Rab9 prom act	MBNL1 CUG block	BRCA1 expr act	p53 reactivation	ELG1 genotoxic	NPC1 prom act	CXXC DNA block	VP16 counter
CCCCCN(CCCCC)C(=O)C(CCC(=O)O)NC(=O)c1ccc(Cl)c(Cl)c1 (stereo not given)	x	-7.8%	-13.0%	-16.5%[46.1 µM]	x	-12.7%	x	x	2.7%[46.1 µM]	-2.9%	-10.5%
CCc1ccc(N(CC)c2ncnc3nc[nH]c23)cc1	-2.7%	7.9%	-30.6%	-1.1%	-6.4%	0.0%	-2.4%	-12.2%	5.5%	5.6%	-15.9%
COc1ccc(CNc2cc(C)nc3ccc(OC)cc23)cc1	0.9%	-5.3%	2.0%	-1.6%	2.7%	-47.3%	-5.5%	-4.1%	-1.6%	7.7%	2.5%
COC(=O)c1n[nH]n(-c2ccc(F)c(Cl)c2)c1=O	u	-3.4%	-26.5%	7.3%	-14.7%	-0.3%	3.7%	0.5%	0.8%	-4.3%	-6.6%
Cc1cc(C)cc(NC(=O)C(Sc2nnc(C)c(=O)[nH]2)c2ccccc2)c1 (stereo not given)	-14.7%	-0.9%	17.4%	-1.9%	-11.3%	5.4%	-4.9%	-1.0%	-0.5%	-2.4%	-5.4%
COc1ccc(-n2cc(-c3ccccc3)c3c(NCCCN4CCOCC4)ncnc32)cc1	-3.2%	-0.3%	-44.2%	-1.3%	2.4%	-29.7%	-1.5%	-11.2%	-1.9%	8.1%	-22.4%
Cc1cc(C)c(C#N)c(SCC(=O)CC(=O)OC(C)C)n1	-13.1%	10.2%	0.9%	-0.5%	18.5%	-2.3%	-3.5%	-0.9%	-2.4%	8.8%	-4.4%
Cc1cccn2c(CN(C)CCC3CCCCO3)c(C(=O)N3CCCCC3)nc12 (stereo not given)	1.6%	-4.0%	-0.4%	-1.7%	-0.5%	-34.3%	-2.5%	-8.8%	5.5%	3.8%	0.1%
CN(C)c1ccc(S(=O)(=O)NCC(=O)NCC2CCCCC2)cc1[N+](=O)[O-]	-1.4%	3.5%	-1.4%	4.6%	15.8%	20.5%	-2.2%	8.6%	0.0%	31.9%[activator]	-2.9%
Cc1nc(-c2nnc(SCC(=O)Nc3cc(Cl)cc(Cl)c3)n2C)cs1	0.1%	-3.9%	-1.3%	-8.3%	-12.6%	-6.1%	-2.5%	9.8%	0.0%	-1.9%	-4.7%
O=C(NCCc1ccccc1)C(=O)N/N=C/c1ccccc1C(F)(F)F	-1.3%	-2.8%	-1.5%	-1.9%	0.2%	19.3%	2.8%	2.0%	-1.1%	28.1%	0.7%
CCOC(=O)CSc1nc2sc3c(c2c(=O)n1-c1ccccc1)CCN(C)C3	3.1%	-7.6%	-6.9%[1.91 µM]	-2.3%	8.1%	0.0%	20.3%	-9.0%	1.2%	2.5%	2.0%
O=C(COC(=O)C1CCN(c2ccc(C(F)(F)F)cn2)CC1)NCCc1ccccc1	-1.3%	9.2%	x	-4.5%	x	-0.4%	2.5%	1.5%	-2.8%	x	x
Cc1nc2cc(N=NC3=C(O)CCCC3=O)ccc2s1	13.5µM*	-1.7%	-30.3%	15.7%	u	17.8%	u	u	9.5%	7.3%	u
O=C(Cn1c(=O)[nH]c2ccsc2c1=O)N1CCN(c2ccc(F)cc2)CC1	2.0%	4.5%	-9.6%	-2.9%	u	-7.3%	6.5%	-2.4%	0.5%	-3.7%	-9.5%
Cc1cccc(N=C2NC(=O)/C(=C\c3cccs3)S2)c1	u	-4.5%	19.5%	15.8%	x	17.2%	u	5.6%	19.2%	-0.9%	1.3%
CCC1CCCCN1C(=O)c1cc2cc(Br)ccc2oc1=O (stereo not given)	-0.1%	-6.8%	u	-5.2%	-4.9%	1.0%	-8.5%	-4.5%	-3.0%	-9.4%	8.8%
O=C(NC(=S)Nc1cc([N+](=O)[O-])ccc1O)C1CC1	u	0.6%	u	26.2%	u	40.7%	16.2%	14.0%	6.6%	25.5%	6.3%
CC(C)C[C@H]1CN=C(Nc2ccccc2)N1CCCCc1ccccc1	7.1%	-19.3%	-28.8%	-6.2%	0.6%	-44.9%	x	-7.5%	0.4%	33.1%[activator]	0.6%

By substructure, the entries above containing two or more sulfur atoms (three)
SMILES	FLuc counter	uPA surface inh	RORgamma inh	Rab9 prom act	MBNL1 CUG block	BRCA1 expr act	p53 reactivation	ELG1 genotoxic	NPC1 prom act	CXXC DNA block	VP16 counter
Cc1nc(-c2nnc(SCC(=O)Nc3cc(Cl)cc(Cl)c3)n2C)cs1	0.1%	-3.9%	-1.3%	-8.3%	-12.6%	-6.1%	-2.5%	9.8%	0.0%	-1.9%	-4.7%
CCOC(=O)CSc1nc2sc3c(c2c(=O)n1-c1ccccc1)CCN(C)C3	3.1%	-7.6%	-6.9%[1.91 µM]	-2.3%	8.1%	0.0%	20.3%	-9.0%	1.2%	2.5%	2.0%
Cc1cccc(N=C2NC(=O)/C(=C\c3cccs3)S2)c1	u	-4.5%	19.5%	15.8%	x	17.2%	u	5.6%	19.2%	-0.9%	1.3%

A portion from the list above, for reference:
SMILES	FLuc counter	uPA surface inh	RORgamma inh	Rab9 prom act	MBNL1 CUG block	BRCA1 expr act	p53 reactivation	ELG1 genotoxic	NPC1 prom act	CXXC DNA block	VP16 counter
O=C(NC(=S)Nc1cc([N+](=O)[O-])ccc1O)C1CC1	u	0.6%	u	26.2%	u	40.7%	16.2%	14.0%	6.6%	25.5%	6.3%
CC(C)C[C@H]1CN=C(Nc2ccccc2)N1CCCCc1ccccc1	7.1%	-19.3%	-28.8%	-6.2%	0.6%	-44.9%	x	-7.5%	0.4%	33.1%[activator]	0.6%
